# Source: PubChem BioAssay (Broad Institute)
# C2C12 statin: protects C2C12 myotubes from simvastatin toxicity; rescue of ATP level, % at 7.49 µM; ATP luminescence, 48 h; scaled: DMSO 0, geranylgeraniol control 100; AID 602340; 330,000 compounds, 0.78% hits;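 active means mean ATP rescue above about 67%, or every replicate alone reaching that limit, limit read from the data, passing the limit was not always enough; inconclusive means no clear call, values can overlap the other calls; inactive means mean under the limit and some replicate under it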;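 further: myotubes were challenged with 10 µM simvastatin during compound exposure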
# Xi reactivation: X-chromosome reactivation activator; XiGFP mouse fibroblasts, % GFP-positive cells imaging, 3 d; cells co-treated with 5-aza-dC sensitizer; scaled so ellipticine positive control = 100%; 360,000 compounds, 0.055% hits; activation, % at 7.58 µM;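 active means mean normalized replicate activation at least 10% and every replicate at or above 10%; inconclusive means only one of the two criteria met; inactive means mean below 10% and not all replicates reach 10%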;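 further: 0% = median of on-plate neutral control wells and 100% = ellipticine 6 µM median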
#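 Material: XiGFP fibroblasts, SV40-immortalized. Buffer or medium: DMEM plus 5-aza-dC sensitizer. Compound: single concentration per compound, delivered by pin transfer. Times: 3 days compound exposure. Controls: ellipticine 6 µM.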
# LGR2 inh: Drosophila LGR2 receptor signaling inhibition; HEK293 LGR2, CRE-luciferase, bursicon-stimulated, 4 h; inhibition, % at 9.99 µM; 380,000 compounds, 0.35% hits; AID 720647;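 active means drop in luminescence signal, shown as inhibition above about 50% in the replicate tests, limit read from the data, passing the limit was not always enough; inconclusive means probably only some replicates passing the limit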;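 further: agonist challenge used bursicon conditioned medium at about half maximal strength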
# Cneo AK release: Cryptococcus neoformans lysis via adenylate kinase release. C. neoformans lysis, adenylate kinase release luminescence, 4 h; normalised: neutral wells 0, clomiphene wells 100. lysis activity, % at 15 µM. 360,000 compounds, 0.2% hits;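 active means mean lysis activity across replicates of at least 80%, whatever share of replicates individually reach that level; inactive means mean lysis activity below 80%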
#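 Assay system: C. neoformans cells. Amount: yeast cell density of 5 × 10^6 cells/mL. Technique: AK luminescence. Buffer or medium: YPD. Times: static 4 h at 37 °C with compound, 1 h detection. Dosing: single-point compound dose. Read-out: lysis from increased AK signal.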
# ERAP1 inh: ERAP1 (human) enzyme inhibition | Q9NZ08 | recombinant ERAP1, Leu-AMC fluorescence, 60 min | inhibition, % at 10.7 µM | 340,000 compounds, 0.15% hits;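 active means mean replicate inhibition of at least 30%, or all replicates individually reaching that 30% level; inactive means mean below 30% and not every replicate reaching it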;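 further: 0% = neutral control wells and 100% = L-leucinethiol positive control wells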
# Target sequence (Q9NZ08 whole entry, looked up): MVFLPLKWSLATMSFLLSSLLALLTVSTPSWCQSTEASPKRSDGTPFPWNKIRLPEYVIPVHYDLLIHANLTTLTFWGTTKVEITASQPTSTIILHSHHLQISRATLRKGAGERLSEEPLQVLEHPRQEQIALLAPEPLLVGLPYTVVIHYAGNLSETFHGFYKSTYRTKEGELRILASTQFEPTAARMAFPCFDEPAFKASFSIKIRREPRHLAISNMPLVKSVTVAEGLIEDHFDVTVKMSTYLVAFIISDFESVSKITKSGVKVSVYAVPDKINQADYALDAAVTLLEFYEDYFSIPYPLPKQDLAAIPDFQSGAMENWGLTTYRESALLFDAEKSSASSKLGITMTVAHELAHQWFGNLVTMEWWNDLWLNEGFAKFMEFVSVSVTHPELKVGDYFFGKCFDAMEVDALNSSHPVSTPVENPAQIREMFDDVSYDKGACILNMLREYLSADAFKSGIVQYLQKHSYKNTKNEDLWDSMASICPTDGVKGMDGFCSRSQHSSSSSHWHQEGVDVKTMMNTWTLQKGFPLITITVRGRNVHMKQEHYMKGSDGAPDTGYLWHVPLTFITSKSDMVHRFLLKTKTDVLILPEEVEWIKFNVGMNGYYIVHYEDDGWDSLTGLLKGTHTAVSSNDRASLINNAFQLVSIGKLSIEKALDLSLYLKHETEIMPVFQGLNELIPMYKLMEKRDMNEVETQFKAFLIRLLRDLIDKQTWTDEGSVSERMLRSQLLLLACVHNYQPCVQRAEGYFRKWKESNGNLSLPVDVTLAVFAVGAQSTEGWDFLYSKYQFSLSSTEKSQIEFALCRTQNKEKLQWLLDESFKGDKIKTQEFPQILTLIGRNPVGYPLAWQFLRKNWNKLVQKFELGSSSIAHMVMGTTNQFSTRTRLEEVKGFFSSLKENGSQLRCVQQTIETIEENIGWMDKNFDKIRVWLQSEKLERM
# PGC1a acetyl inh: PGC1a acetylation modulation, inhibitor mode; U2OS PGC1a acetylation, AlphaScreen anti-acetyl-lysine; with virally co-expressed GCN5 acetyltransferase; inhibition, % at 15.6 µM; 350,000 compounds, 0.17% hits;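 active means every replicate shows inhibition of at least 40%; inconclusive means mean inhibition at least 40% but some replicate below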;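 further: 0% = neutral control wells and 100% = positive control wells; some results beyond the cut were filed as inactive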
# S100A4 MyoIIA: blocks human S100A4 binding to myosin IIA peptide. inhibition, % at 10.7 µM. S100A4/TAMRA-MyoIIA peptide fluorescence polarization. AID 652163. 360,000 compounds, 0.14% hits;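 active means mean inhibition of at least 70% across replicates, with every replicate also reaching that level; inconclusive means mean inhibition reaches 70% but some replicates fall short; inactive means mean inhibition below 70%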
# Target sequence (P26447 whole entry, looked up): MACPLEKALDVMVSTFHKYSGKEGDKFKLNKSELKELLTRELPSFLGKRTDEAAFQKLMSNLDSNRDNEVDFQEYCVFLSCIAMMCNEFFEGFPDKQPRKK
#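 incubation = readout 5 min after mixing, signal stable up to 60 min | system = S100A4 monomer protein | buffer or medium = HEPES pH 7.2 with CaCl2, KCl, NaCl, DTT, Triton | benchmarks = neutral control DMSO, positive control TFP | also added = fluorescent myosin IIA peptide, 5 nM | compound dosing = one concentration per compound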
# SIRT5 block: inhibitors of human sirtuin-5 desuccinylase | AID 652115 | Q9NXA8 | Purified SirT5, succinyl-peptide AMC, trypsin-coupled fluorescence | 330,000 compounds, 1.1% hits | inhibition, % at 15 µM; in the data active means inhibition above about 15%; inconclusive means no clear call, values can overlap the other calls
# Numbers without * were called inactive; ? = inconclusive; · = not tested or not shown; & = joins results of further samples. Some of the compounds tested; the hit share may differ from the screen's.
SMILES,C2C12 statin,Xi reactivation,LGR2 inh,Cneo AK release,ERAP1 inh,PGC1a acetyl inh,S100A4 MyoIIA,SIRT5 block
COc1ccc(S(=O)(=O)Nc2ccc3c(c2)C(=O)N([C@@H](C)CO)C[C@H](C)[C@@H](CN(C)C)O3)cc1,-17,-1.3,-9,-1,0,1,10,·
O=C(Nc1ccccc1Cl)N1[C@@H](CO)[C@@H]2c3ccccc3NC[C@@H]21,-9,0.5,-17,-4,1,-5,-8,-3
COc1ccccc1NC(=O)N1CC(=O)N2[C@H](CO)[C@@H](c3ccc(C#CC4CC4)cc3)[C@@H]2C1,·,0.0,15,·,·,-8,-6,-2
Cc1ccc(C)c(N2N=C(C(=O)Nc3ccc(N4CCOCC4)cc3)CCC2=O)c1,·,0.1,7,·,1,·,-4,0
Cc1ccccc1OCc1ccc(C(=O)N2CC(C)OC(C)C2)o1 (stereo unspecified),-1,0.5,1,23,-7,6,-13,-2
COc1cccc(CC(NC(C)=O)C(=O)NC2CCN(C(=O)c3ccc(Cl)cc3)CC2)c1 (stereo unspecified),-4,-0.1,8,3,-4,·,-7,-6
O=C(NCCCn1ccnc1)c1cn(-c2ccccc2)nc1-c1ccccc1,-8,·,0&13,-1,-3&0,4,-15&-2,1
Cc1cccc(N2O[C@H]3C=C[C@@H]2C3)n1,·,0.0,-10,·,-1,·,-6,·
Cc1csc(-c2cc(C(=O)NCc3ccc(F)cc3)n[nH]2)c1,0,-0.1,0,1,0,-18,6,·
Cc1cc(N/C=C/C(=O)c2ccc(Br)cc2)no1,0,·,-68,2,12,-1,-3,-2
Cn1cnnc1Sc1ccc(C(=O)OCC(=O)Nc2ccccc2)cc1[N+](=O)[O-],1,0.1,-4,-3,-10,-1,2,-2
COc1cccc(CN(C)C(=O)CC[C@H]2O[C@@H](n3ccc(=O)[nH]c3=O)[C@H](O)[C@@H]2O)c1,-12,0.5,15,-1,0,-22,-3,-3
O=C(N/N=C/c1cccc(F)c1)c1csc2c1CCCC2,-23,·,-52,-3,·,0,·,·
CCC(C)NC(=O)c1cn(CC)c2cc(N3CCN(C)CC3)c(F)cc2c1=O (stereo unspecified),·,0.0,-15,0,-2,-1,-1,3
Cc1occc1-c1nnc(SCC(=O)N(C)c2ccccc2)o1,16,0.0,14,3,-5,-1,-8,-2
CC1CCCCN1S(=O)(=O)c1ccc(C(=O)Nc2ccccc2-c2nc3ccccc3[nH]2)cc1 (stereo unspecified),·,0.0,10,10,0,·,-4,·
O=C(NCc1ccc2c(c1)OCO2)C1CCCN1S(=O)(=O)c1ccc(F)cc1 (stereo unspecified),·,-0.2,2,-1,-2,-5,-1,-4
O=C1CCN(CCc2ccccc2)CCN1CCOc1ccccc1,4,0.0,-10,0,·,10,-1,·
CNC(=O)CSc1nc2[nH]ncc2c(=O)[nH]1,·,0.3,-17,·,-1,·,-4,-2
CC1CCCN(C(=O)CN(c2ccccc2)S(=O)(=O)c2ccc(F)cc2)C1 (stereo unspecified),-6,0.2,0,-1,0,-5,2,-6
Cc1ccc(-c2cnc3c(c2)C(=O)N([C@@H](C)CO)C[C@@H](C)[C@H](CN(C)C(=O)c2ccncc2)O3)cc1,20,0.2,-5,-3,5,4,-16,-6
CC(C)NS(=O)(=O)c1ccc(CCC(=O)N2CCC(C(N)=O)CC2)cc1,1,0.3,·,·,-3,2,-1,0
CCCCn1c(NC(=O)c2ccccc2)nc2ccccc21,-10,·,20,0,·,-14,·,·
C[C@@H]1CN([C@H](C)CO)C(=O)c2cc(NC(=O)Nc3ccc(F)cc3)ccc2O[C@@H]1CN(C)Cc1ccc(-c2ccccc2)cc1,·,0.4,5,3,2,-6,4,11
COC(=O)c1ccc(OC)c(OC2CCCC2)c1,5,0.1,-16,·,·,89*,-2,-2
Cc1ccc(NC(=O)C(C)OC(=O)c2ccc(Cl)nc2)cc1S(=O)(=O)N1CCOCC1 (stereo unspecified),-11,0.0,11,-2,0,2,0,-4
O=C(Cn1cnc2sc(-c3ccccc3)cc2c1=O)NCc1ccccc1,-26,·,6,0,·,10,·,·
CNC(=S)N1CCC(NC(=O)C23CC4CC(CC(C4)C2)C3)CC1,·,0.1,12,·,-2,6,1,0
CCOC(=O)C1CCN(CC(O)COCc2ccc3c(c2)OCO3)CC1 (stereo unspecified),·,0.0,-28,·,-3,8,-49,3
Cc1nc(Nc2ccc(C(=O)O)cc2)nc(Nc2ccc(C(=O)O)cc2)c1[N+](=O)[O-],·,0.1,-1,·,5,-9,-22,12
C[C@H]1CN([C@@H](C)CO)C(=O)Cc2cc(NS(=O)(=O)c3ccc(Cl)cc3)ccc2O[C@@H]1CN(C)C(=O)Nc1ccccc1,12,0.0,6,0,0,-3,-44,-3
C[C@H](CO)N1C[C@H](C)[C@H](CN(C)Cc2ccc(C(F)(F)F)cc2)Oc2ccc(NS(=O)(=O)c3ccccc3)cc2CC1=O,0,0.3,26,-3,-1,2,1,-4
Oc1c(N=NC(=S)Nc2ccccc2F)c2ccccc2n1Cc1ccccc1F,-72,0.2,31,2,1,·,-2,-3
O=C(NC(Nc1ccccn1)C(Cl)(Cl)Cl)c1ccccc1 (stereo unspecified),·,0.2,-11,-4,-2,·,-10,0
C[C@H](CO)N1C[C@H](C)[C@@H](CN(C)C(=O)Nc2ccc(C(F)(F)F)cc2)Oc2c(NS(C)(=O)=O)cccc2C1=O,-1,-0.3,·,0,-1,-4,5,5
CC1Cc2nc(SCC(=O)NCC3CCCO3)n(-c3ccc(F)cc3)c(=O)c2S1 (stereo unspecified),-4,0.2,2,2,-3,2,1,-2
CCn1c2ccccc2c2cc(NC(=O)c3cc(OC)c(OC)c(OC)c3)ccc21,-74,·,-10,0,-1,25,-3,-2
COc1cccc(NC(=O)C(=O)c2cn(CC(=O)N3CCCC3)c3ccccc23)c1,1,0.2,-4,-4,-2,-5,5,9
FC(F)(F)c1ccc(-c2csc(-c3ccno3)n2)cc1,-13,0.3,-47,·,3,-10,0,0
COc1ccc2sc(N(CCCN(C)C)C(=O)c3ccc(C(=O)c4ccccc4)cc3)nc2c1,11,0.4,9,0,-3,0,4,-4

# Shown with bars between the fields: four of the compounds above
SMILES | C2C12 statin | Xi reactivation | LGR2 inh | Cneo AK release | ERAP1 inh | PGC1a acetyl inh | S100A4 MyoIIA | SIRT5 block
CC1Cc2nc(SCC(=O)NCC3CCCO3)n(-c3ccc(F)cc3)c(=O)c2S1 (stereo unspecified) | -4 | 0.2 | 2 | 2 | -3 | 2 | 1 | -2
Cc1ccc(-c2cnc3c(c2)C(=O)N([C@@H](C)CO)C[C@@H](C)[C@H](CN(C)C(=O)c2ccncc2)O3)cc1 | 20 | 0.2 | -5 | -3 | 5 | 4 | -16 | -6
Cc1nc(Nc2ccc(C(=O)O)cc2)nc(Nc2ccc(C(=O)O)cc2)c1[N+](=O)[O-] | · | 0.1 | -1 | · | 5 | -9 | -22 | 12
CC(C)NS(=O)(=O)c1ccc(CCC(=O)N2CCC(C(N)=O)CC2)cc1 | 1 | 0.3 | · | · | -3 | 2 | -1 | 0

# The list continues.
SMILES,C2C12 statin,Xi reactivation,LGR2 inh,Cneo AK release,ERAP1 inh,PGC1a acetyl inh,S100A4 MyoIIA,SIRT5 block
O=C(C[C@H]1CC[C@H]2[C@@H](COC[C@@H](O)CN2Cc2ccc(C(F)(F)F)cc2)O1)N1CCc2ccccc2C1,45,0.1,15,1,·,-2,·,·
CNC(=S)N1CCC(NC(=O)C(Cc2ccc(OC)cc2)NC(C)=O)CC1 (stereo unspecified),16,0.1,-12,-1,-2,-7,-2,-3
CC(C)NC(=O)NC(=O)COC(=O)C1(C)CC1(Cl)Cl (stereo unspecified),·,0.0,15,·,-3,·,3,-1
O=C(Nc1cc(F)ccc1F)N[C@@H]1C=C[C@@H](CC(=O)N2CCc3ccccc3C2)O[C@H]1CO,14,-0.7,-21,46,-6,-6,3,8
Cc1noc(C)c1NC(=O)N[C@@H]1CC[C@H](CCNC(=O)C2CCCC2)O[C@@H]1CO,-1,0.2,7,-5,1,5,11,2
C[C@@H]1CN([C@@H](C)CO)C(=O)c2cccc(NS(=O)(=O)c3cn(C)cn3)c2O[C@H]1CN(C)Cc1ccc(Cl)c(Cl)c1,8,0.0,10,-1,-1,10,-23,10
COC(=O)CCCC1=CC2=C(c3ccccc3)C(=O)C(C)(OC(=O)C3CCCC3)C(=O)C2=CN1Cc1ccc2c(c1)OCO2 (stereo unspecified),-13,0.1,-8,0,0,3,?,·
CO[C@@H](CN(C)S(=O)(=O)c1ccc(Cl)cc1)[C@H](C)CN([C@H](C)CO)S(=O)(=O)c1cccc(Cl)c1,-24,0.2,-15,1,-4,-27,4,16*
Cc1nccn1CCC(=O)NC1CCCc2c1cnn2-c1ccc(C(C)(C)C)cc1 (stereo unspecified),-41,-0.1,1,0,-3,-8,-6,·
COC(=O)[C@H]1[C@H](CO)[C@H]2Cn3c(ccc(/C=C/c4ccccc4)c3=O)[C@H]2N1CC1CCCCC1,4,0.0,3,·,·,-7,·,·
CC(=O)N1CCN(c2ccc(NC(=O)c3cc(Cl)ccc3Cl)cc2)CC1,-18,0.1,3,-1,5,-4,-1,1
N#C[C@H]1[C@@H](c2ccccc2C2=CCCC2)[C@@H](CO)N1S(=O)(=O)c1ccccc1,·,0.3,6,·,-2,-11,0,-2
O=C(CCCC(=O)OCC(=O)c1ccc(Cl)cc1)NC1CCCCC1,1,0.0,-4,-2,1,2,-1,-5
O=c1[nH]nc(SCc2cc(Cl)ccc2Cl)c(=O)[nH]1,·,0.1,5,·,1,-7,3,4
CS(=O)(=O)N1[C@H](C#N)[C@H](c2ccc(C#Cc3cccc(F)c3)cc2)[C@H]1CO,-16,0.1,-82,-2,-3,0,14,10
CCC(=O)NC(=S)Nc1cccc(NC(=O)c2ccccc2Cl)c1,-12,·,4,3,·,4,·,·
COc1ccc(CC(=O)OCC(=O)Nc2ccc(Cl)cc2C)cc1,10,-0.1,7,-2,-14,-11,4,11
CC(=O)Nc1ccc(C(=S)NCc2ccco2)cc1,-3,·,22,-1,2,·,-2,-4
O=C(OCC(=O)N1c2ccccc2Sc2ccccc21)c1ccc[n+]([O-])c1,·,0.1,-4,·,-12,1,25,3
Cc1ccc(-c2ccc3c(c2)O[C@@H](CN(C)Cc2ccc(F)cc2)[C@@H](C)CN([C@@H](C)CO)S3(=O)=O)cc1,-104,-1.1,-6,-8,3,-15,-6,5
CCN(CC(=O)Nc1c(Cl)cccc1Cl)C(=O)C1CCN(c2ncnc3sc(C)c(C)c23)CC1,-9,0.3,11,2,-4,8,-1,2
COc1ccc(Cl)cc1C(=O)NC1=NCCS1,-6,0.0,-7,3,-1,·,-5,4
CNc1ccc(S(=O)(=O)NCC(=O)OC(C)C(=O)N(C)Cc2ccccc2)cc1[N+](=O)[O-] (stereo unspecified),0,0.1,2,-1,1,6,3,2
COCC(=O)N[C@H]1C=C[C@@H](CC(=O)OC)O[C@@H]1CO,·,0.2,-1,·,·,·,-1,-4
COc1cccc(OCCOc2ccc(/C=C3/SC(=S)NC3=O)cc2)c1,18,0.1,1,·,2,·,-2,1
